# Abeta yeast res = A-beta toxicity reversal in yeast; yeast expressing A-beta42, growth rescue, OD600, 48 h; response scale: 0% DMSO, 100% iron-clioquinol control; Potency, µM (top dose mostly 46.1 µM), without a hit: at the highest dose growth rescue, most hits filed as activators; 410,000 compounds, 0.063% hits; AID 1347071; also: potency is read from the fitted curve at half-maximal effect; nearly all actives have a fitted effect of over 55% in size
#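 Yeast growth medium received pinned compounds, then yeast cells expressing toxic A-beta were added; plates incubated at 30 C for 48 hr. Growth read as absorbance at 600 nm, normalized to DMSO and equimolar FeCl3 plus clioquinol controls.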
# FUS yeast rescue = suppressors of FUS proteinopathy in yeast | S. cerevisiae FUS-expressing, growth rescue, OD600, 24 h | Potency, µM (top dose mostly 76.6 µM), for inactives: top-dose growth rescue (activation), actives largely listed as activators | 390,000 compounds, 0.24% hits;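 also: potency is read from the fitted curve at half-maximal effect; plate controls were DMSO vehicle for no effect and reference control for full effect; nearly all actives have a fitted effect of over 55% in size; some results filed as inactive show a strong effect at the top dose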
#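 Compound concentration series was pinned onto galactose-induced FUS-expressing yeast seeded at OD 0.005. Plates sat 24hr at 30C; absorbance at 600 nm gave growth. DMSO served as background control.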
# GLP1R inv ag = inverse agonists of human GLP-1 receptor; P43220; HEK293 GLP-1R CRE-luciferase, luminescence, 24 h; GLP-1R form is constitutively active; Potency, µM (top dose mostly 38.3 µM), for inactives: at the top dose activity change, negative = inhibition, most hits filed as inhibitors; 410,000 compounds, 1.6% hits; also: potency is read from the fitted curve at half-maximal effect; % is scaled to controls: 0 for no effect and ±100 for the full control effect; nearly all actives have a fitted effect of over 55% in size
# Target sequence (P43220 whole entry, looked up): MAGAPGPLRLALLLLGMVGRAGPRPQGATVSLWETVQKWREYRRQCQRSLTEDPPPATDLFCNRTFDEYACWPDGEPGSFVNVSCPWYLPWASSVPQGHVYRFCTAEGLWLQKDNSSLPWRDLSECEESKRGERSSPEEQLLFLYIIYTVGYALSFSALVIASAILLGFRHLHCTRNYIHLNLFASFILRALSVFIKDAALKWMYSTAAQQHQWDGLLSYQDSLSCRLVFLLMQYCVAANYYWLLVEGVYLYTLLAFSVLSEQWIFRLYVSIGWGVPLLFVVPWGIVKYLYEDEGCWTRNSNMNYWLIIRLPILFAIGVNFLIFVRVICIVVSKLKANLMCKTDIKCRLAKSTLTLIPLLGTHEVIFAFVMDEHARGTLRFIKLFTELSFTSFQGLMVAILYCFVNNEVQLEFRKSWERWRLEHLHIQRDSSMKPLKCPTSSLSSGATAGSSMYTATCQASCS
#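 qHTS in 1536-well format: reporter HEK293 cells expressing constitutive GLP-1R activity in DMEM + 10% Nu serum, 24 hr with compounds at 37 deg C, luminescence read after 12 min with detection reagent.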
# TDP43 rescue = TDP-43 toxicity inhibition in yeast. TDP-43 expressing yeast growth rescue, BacTiter-Glo, 24 h. Potency, µM (titrated, usually from 46.1 µM), for the others: top-dose growth rescue (activation), most hits filed as activators. 410,000 compounds, 1.8% hits; also: potency is read from the fitted curve at half-maximal effect; % of control where 0% means no effect; nearly all actives have a fitted effect of over 50% in size
#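 Yeast expressing TDP-43 (pregrown in raffinose, seeded at OD600=0.02 in galactose medium) exposed to compounds 24 hr at 30 deg C. Growth read by BacTiter-Glo luminescence; rescue of toxicity appears as increased signal.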
# HEK293 tox = cytotoxic in the GLP-1 receptor inverse agonist counter-screen. HEK293 cAMP-luciferase reporter cells, luminescence, 24 h. Potency, µM (titrated, usually from 38.3 µM), inactives show at the highest dose activity change, negative = inhibition, hits mostly inhibitors. 410,000 compounds, 0.13% hits;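 also: loss of luciferase light is scored as toxicity; potency is read from the fitted curve at half-maximal effect; % is scaled to controls: 0 for no effect and ±100 for the full control effect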
#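 MLSMR compounds, 24 hr on cells at 37 deg C/5% CO2; luminescence after luciferase reagent (12 min RT). Inhibition counted as the undesired cytotoxic outcome.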
# PTHR1 agonist = activates the human parathyroid hormone receptor PTHR1 | Q03431 | HEK293 GP2 PTHR1 cells, GloSensor cAMP luminescence, 1 h | Potency, µM (doses to about 115 µM), without a hit: top-dose activation, usual class: activators | 410,000 compounds, 0.075% hits | AID 743266; also: potency is read from the fitted curve at half-maximal effect; nearly all actives have a fitted effect of over 55% in size; some results filed as inactive show a strong effect at the top dose; inactives centre near -15; many of its hits are not listed in these tables
# Target sequence (Q03431 whole entry, looked up): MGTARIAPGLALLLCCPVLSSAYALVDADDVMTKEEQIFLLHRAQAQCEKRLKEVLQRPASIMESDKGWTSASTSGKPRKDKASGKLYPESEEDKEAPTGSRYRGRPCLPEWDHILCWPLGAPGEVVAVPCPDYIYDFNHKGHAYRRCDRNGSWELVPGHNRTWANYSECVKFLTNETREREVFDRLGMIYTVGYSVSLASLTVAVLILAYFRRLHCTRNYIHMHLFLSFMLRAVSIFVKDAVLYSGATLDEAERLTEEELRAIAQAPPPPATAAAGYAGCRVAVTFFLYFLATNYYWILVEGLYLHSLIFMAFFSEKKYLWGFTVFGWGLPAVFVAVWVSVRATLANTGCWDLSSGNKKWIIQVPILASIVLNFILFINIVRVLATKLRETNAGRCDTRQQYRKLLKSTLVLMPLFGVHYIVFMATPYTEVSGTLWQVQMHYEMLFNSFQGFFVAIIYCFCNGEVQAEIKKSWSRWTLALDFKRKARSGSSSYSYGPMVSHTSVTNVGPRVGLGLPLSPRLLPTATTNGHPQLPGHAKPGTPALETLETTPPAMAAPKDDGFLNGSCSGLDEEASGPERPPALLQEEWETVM
#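 HEK-293-derived GP2 cells expressing PTHR1 and a GloSensor cAMP reporter, 3,000/well, plated overnight, given luciferin plus IBMX (each 0.5 mM as added) for 1 h at 37 °C, then compound for 1 h at 37 °C. Luminescence was read after 15 min at room temperature.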
# MmCpn inh = M. maripaludis TRiC chaperonin inhibition; 330,000 compounds, 0.031% hits; Potency, µM (highest dose often 76.9 µM), without a hit: at the highest dose activity, negative = inhibition, actives largely listed as inhibitors; purified Mm-Cpn ATPase, ADP Transcreener TR-FRET; also: potency is read from the fitted curve at half-maximal effect; % is scaled to controls: 0 for no effect and ±100 for the full control effect; nearly all actives have a fitted effect of over 80% in size
#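 Reaction buffer contained 30 mM Tris pH 7.4, 100 mM KCl, 5 mM MgCl2 and 1 mM DTT. Mm-CPN (25 nM final) hydrolysed 10 uM ATP over 30 min at 37°C; ADP was read by HTRF.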
# Akt phos inh = inhibitors of Akt phosphorylation; Neuro2A IGF-stimulated pAkt S473 HTRF, 20 min; active compounds read low; activity change, % for hits at 50 µM; 360,000 compounds, 0.32% hits; in the data active = activity change below about -80%; inconclusive = mostly about -51% to -80%; also: % is scaled to controls: 0 for no effect and ±100 for the full control effect
#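 Single-point screen (50 µM final compound) in Neuro2A cells stimulated 20 min with 6 nM IGF at 37 deg C. After lysis, Ser473-phosphorylated Akt read by HTRF (ex 330 nm, em 615/665 nm) as the 665/615 ratio.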
# aSyn rescue = alpha-synuclein toxicity inhibition in yeast. Yeast expressing alpha-synuclein, growth rescue, BacTiter-Glo, 24 h. Potency, µM (titrated, usually from 46.1 µM), for the others: top-dose growth rescue (activation), hits mostly activators. 370,000 compounds, 0.14% hits; also: potency is read from the fitted curve at half-maximal effect; % of control where 0% means no effect; nearly all actives have a fitted effect of over 65% in size
#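 Rescue of yeast growth: cells expressing toxic alpha-synuclein, induced in galactose at OD600 0.02, incubated with compound 24 h at 30 C. ATP luminescence quantified growth; inhibitors of toxicity appear as activators.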
# * marks the source's active call; other numbers are inactive results; i = inactive; ? = inconclusive; / = not tested or not shown; [ ] = dose if it differs, or a comment. Unless noted, calls follow the shape of the dose curve; as a rule, active = well fitted curve in the direction sought with a large enough effect; inconclusive = small, poorly fitted or top-dose-only effect, or another doubt; inactive = no such curve, though single readings can be large; an effect the other way counts as inactive or inconclusive.
SMILES,Abeta yeast res,FUS yeast rescue,GLP1R inv ag,TDP43 rescue,HEK293 tox,PTHR1 agonist,MmCpn inh,Akt phos inh,aSyn rescue
Cc1ccc(-n2c(C)cc(/C=N/NC(=O)c3ccncc3)c2C)cc1C,-4.5%,14.8%,?,14.2%,7.4%,-17.6%,1.1%,i,22.3%
O=C(CCS(=O)(=O)Cc1ccccc1F)N1CCc2ccccc2C1,-14.2%,30.3%,-8.5%,-17.8%,-4.0%,-10.1%[57.5 µM],0.2%,i,9.3%
S=C(NCc1ccccn1)Nc1ccccc1Cl,-12.6%,-15.3%,30.9%[activator],0.0%,-2.1%,i,0.4%,i,-5.7%
Cc1ccc(/C=C2/SC(=Nc3ccc(F)cc3)NC2=O)s1,-2.1%,1.2%,48.4%[activator],-7.0%,4.2%,i,-0.5%,i,2.1%
COc1ccc(NC(=S)Nc2nc(CC(=O)Nc3ccccc3OC)cs2)cc1,10.1%,38.1%,?,-12.2%,?,-27.2%[57.5 µM],-6.7%,i,0.4%
COc1ccc(CC(=O)NCc2nnc(SCC(=O)Nc3ccccc3)n2C)cc1,-6.4%,-20.4%,-1.5%,-0.3%,4.2%,i,-0.9%,i,0.8%
CC(=O)N1CC(=O)N=C1SCC(=O)Nc1nc(C)c(-c2ccccc2)s1,14.7%,13.6%,-16.3%[0.307 µM],7.7%,2.6%[0.307 µM],-22.6%,-3.0%,i,0.8%
CCn1c(=S)sc2c(=O)[nH]c(C)nc21,24.4%,-18.9%,24.3%,9.8%,-0.7%,i,-1.5%,i,1.4%
O=C(COc1ccccc1)N1CCN=C1SCc1cccc(F)c1,15.9%,-4.0%,?,-7.6%,-1.2%,-25.4%,-0.4%,i,-1.2%
Cc1cc(O)c(C(C)C)cc1NS(=O)(=O)c1ccccc1,9.2%,7.1%,-0.6%,9.2%,133.1%[activator],?,1.0%,i,9.8%
Cc1cccc(C)c1NC(=O)c1ccc2c(c1)N(Cc1cccc(Cl)c1)C(=O)c1ccccc1S2=O (configuration not stated),-15.7%,?,?,-5.3%,0.4%,-7.1%,/,/,-0.6%
CCOC(=O)C/C(C)=N/NC(=O)CN(c1ccc(Br)cc1)S(=O)(=O)c1ccccc1,13.9%,/,?,-6.8%,13.6%,i,1.0%,i,10.6%
CCn1cc(C(=O)NCCCN(C)c2ccccc2)c(=O)c2cc(S(=O)(=O)N(C)C)ccc21,5.4%,4.2%,60.3%[activator],0.0%,-3.8%,4.3%,-1.8%,i,1.1%
O=C(/C=C/c1ccc(F)cc1)NC(=S)NNC(=O)c1cnccn1,-80.9%[inhibitor],3.3%,6.8%,?,16.3%,i,1.8%,i,0.6%
COc1cc2sc(NC(=O)c3ccco3)nc2cc1Cl,6.3%,-12.3%,8.4%,11.8%,-6.0%,-1.0%,-1.6%,i,-5.4%
CCNC(=O)C1(C)CCN(C(=O)c2ccc(OC)cc2OC)C1 (configuration not stated),-21.9%,-15.4%,11.8%,-0.6%,7.3%,-4.2%,/,i,-6.0%
COc1ccc(/C=C(/C#N)C(=O)Nc2ccc(O)cc2)cc1C(=O)O,11.8%,-34.8%,-9.0%,3.0%,3.2%,-18.6%,0.4%,i,15.2%
CCOc1ccc(CCNC(=O)COC(=O)c2c(C)nn(-c3ccccc3)c2C)cc1OCC,4.6%,18.8%,0.9%,1.5%,-4.3%,i,0.4%,i,9.6%
CCOC(=O)C1CCCN(S(=O)(=O)c2ccc(S(N)(=O)=O)cc2)C1 (configuration not stated),4.8%,14.6%,-15.4%,0.4%[9.22 µM],7.9%,-15.7%,0.8%,i,1.0%
CCCCn1nc(C(=O)Oc2ccc3c(C)cc(=O)oc3c2)c2ccccc2c1=O,0.3%,/,12.3%,6.8%,35.9%[activator],-17.1%,-14.8%,i,11.4%
CC1CCCCN1CCNC(=O)CCc1nnc2n(Cc3ccccc3)c(=O)c3ccccc3n12 (configuration not stated),-0.5%,-5.4%,-25.5%,-3.6%,0.9%,-11.5%,-1.8%,i,1.8%
Cc1ccc(C(=O)Oc2ccc(C(=O)COC(=O)C3CC(=O)N(Cc4ccco4)C3)cc2)cc1 (configuration not stated),-3.2%,?,36.3%[activator],4.9%,58.9%,-6.4%,-0.2%,i,7.9%
C=CCc1ccc(OCCCNCc2ccccc2)c(OC)c1,-19.2%,5.4%,?,-25.6%,-7.3%,-1.6%,-1.1%,i,-21.0%
CN(C)c1ccc(-c2nnn(CC(=O)NCc3ccc4c(c3)OCO4)n2)cc1,-0.7%,9.1%,-2.7%,-12.1%,-18.0%,i,-1.1%,i,0.0%
COc1cc(CN(C)CC2CCCN(CCc3cccc(C(F)(F)F)c3)C2)ccc1O (configuration not stated),-6.3%,-0.9%,?,-13.1%,?,0.2%,0.9%,i,-3.5%
CC(C)c1ccc(NC(=O)c2cc(S(=O)(=O)NCc3ccccc3Cl)ccc2F)cc1,14.7%,?,6.31µM*,?,?,-16.6%,/,/,/
C(=N\N1CCN(c2ccccn2)CC1)/c1ccccn1,4.0%,-10.5%,30.6%,9.2%,6.7%,-5.4%,-1.6%,i,-1.7%
CCN1C(=O)[C@@H]2[C@@H](c3ccc(SC4CCCCC4)c(OC)c3)N3CCCC[C@@]3(C(=O)OC)[C@@H]2C1=O,1.4%,5.01µM*,?,-21.6%,9.0%,i,-3.8%,i,-0.6%
COc1cc(/C=C(\C#N)C(=O)Nc2ccc(C(=O)O)cc2)ccc1OC(=O)c1cccc(F)c1,2.9%,18.6%,15.1%,/,-9.6%,-14.4%,-1.2%,i,?
COc1ccc(OCC(O)CN(CC(O)COc2ccc(OC)cc2)c2cccc(O)c2)cc1 (configuration not stated),7.7%,?,?,-10.0%,4.5%,i,0.4%,i,11.5%
O=C(Nc1cccc(S(=O)(=O)N2CCOCC2)c1)C12CC3CC(CC(C3)C1)C2,12.2%,/,1.5%,-5.1%,-4.9%,i,-0.8%,i,4.2%
O=[N+]([O-])c1ccccc1S(=O)(=O)NCCSCc1ccco1,2.3%,/,-8.2%,?,-2.7%,i,0.9%,i,3.8%
CC(=O)Nc1cc(-c2cccc(F)c2)cn2c(-c3ccc(F)c(Cl)c3)cnc12,1.4%,?,?,?,-3.7%,-22.6%,/,i,-16.1%
Cc1onc(-c2ccccc2)c1C(=O)NC(=S)NNC(=O)c1ccccc1O,-56.1%[inhibitor],7.7%,2.82µM*,?,?,-18.5%,1.9%,i,?
COc1ccc(SCC(O)Cn2c3ccccc3c3ccccc32)c(OC)c1 (configuration not stated),11.4%,20.2%,?,0.0%,1.2%,-73.7%[inhibitor],/,i,22.9%
Fc1ccc(Oc2cnns2)cc1,1.9%,-3.8%,-3.6%,-5.9%,1.7%,i,2.3%,i,10.4%
CCOc1ccccc1-c1nc(-c2cc3ccccc3nc2OC)no1,17.4%,-4.2%,-4.7%,20.7%,3.7%,-24.7%[57.5 µM],-7.9%,i,3.2%
O=S(=O)(/N=C(/c1ccccc1)N1CCCCC1)c1ccccc1,-8.2%,/,-0.9%,-5.0%,-3.1%,i,-0.1%,i,-5.7%
Cc1ccc(C(=O)COC(=O)C(C)N2C(=O)C3C4CCC(C4)C3C2=O)cc1C (configuration not stated),-14.2%,/,-23.8%,?,4.0%,-4.8%,-1.0%,i,8.2%
CN(C)S(=O)(=O)n1cc(/C=C(\NC(=O)c2ccccc2Cl)C(=O)NCCCN2CCOCC2)c2ccccc21,6.4%,38.6%,-13.3%,4.0%,2.1%,i,0.5%,i,-4.1%
COc1ccc(N2CCN(c3ncnc4c3cnn4C)CC2)cc1,4.9%,4.8%,-2.6%,?,-1.1%,-24.7%,/,/,/
COc1ccc(-c2nnc(SCC#CCO)o2)cc1OC,8.3%,-16.8%,102.2%[activator],7.3%,1.4%,i,-1.6%,i,1.1%
O=C(CCSc1ccc(F)cc1)NNC(=O)c1ccc([N+](=O)[O-])cc1,-13.4%,-10.9%,-4.4%,0.0%,2.3%,18.6%,-0.6%,i,-8.0%
Cc1ccc(-n2c3nc(=O)n(C)c(=O)c-3cc3ccccc32)c(C)c1,-11.2%,-5.5%,6.2%,-8.8%,65.7%[activator],28.6%,/,/,/
CCN(CC)C(=O)c1c(NC(=O)c2ccccc2F)sc2c1CCC(C(C)(C)C)C2 (configuration not stated),20.2%,?,?,0.0%,6.7%,-8.0%,/,/,/
O=C(c1cc2ccccc2o1)N1CCN(c2ccccc2Cl)CC1,-43.8%[inhibitor],27.0%,?,?,7.9%,-2.9%[57.5 µM],1.9%,i,-35.4%[inhibitor]
O=C(NC1CC(=O)N(c2ccccc2)C1)N1CCN(C(=O)c2ccco2)CC1 (configuration not stated),-11.8%,16.8%,8.8%,-27.2%,16.7%,i,-1.1%,i,2.0%

# 3 entries from above, arranged by length of the SMILES, largest number first.
SMILES,Abeta yeast res,FUS yeast rescue,GLP1R inv ag,TDP43 rescue,HEK293 tox,PTHR1 agonist,MmCpn inh,Akt phos inh,aSyn rescue
O=C(NC1CC(=O)N(c2ccccc2)C1)N1CCN(C(=O)c2ccco2)CC1 (configuration not stated),-11.8%,16.8%,8.8%,-27.2%,16.7%,i,-1.1%,i,2.0%
Cc1ccc(-n2c3nc(=O)n(C)c(=O)c-3cc3ccccc32)c(C)c1,-11.2%,-5.5%,6.2%,-8.8%,65.7%[activator],28.6%,/,/,/
COc1ccc(-c2nnc(SCC#CCO)o2)cc1OC,8.3%,-16.8%,102.2%[activator],7.3%,1.4%,i,-1.6%,i,1.1%

# Compound activity from PubChem.

# An excerpt; count on the stated rates, not on these rows.
